HEK293 tox: qHTS of GLP-1 Receptor Inverse Agonists: Cytotox Screen | HEK293 cAMP-luciferase reporter cells, luminescence, 24 h | Potency, µM (titrated, usually from 38.3 µM), for inactives: at the highest dose activity change, negative = inhibition, most hits filed as inhibitors | 410,000 compounds, 0.13% hits;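 note: loss of luciferase light is scored as toxicity; potency is the fitted concentration of half-maximal effect; % is set by controls: 0 for no effect and ±100 for the full control effect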
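Here, cytotoxicity is scored as loss of luminescence. The MLSMR collection was tested on cells seeded in medium containing 10% Nu serum, with a 24 hr compound exposure preceded by 12 hours of culture.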
IL1B secr inh: qHTS for Inhibitors of Inflammasome Signaling: IL-1-beta AlphaLISA Primary Screen | THP-1 LPS/ATP IL-1B secretion, AlphaLISA, 16 h; active compounds read low | activity change, % at 57.5 µM | 360,000 compounds, 4.7% hits; in the data active = activity change below about -50%; inconclusive = mostly about -30% to -49%; note: % is set by controls: 0 for no effect and ±100 for the full control effect
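THP-1 cells pretreated 1 hr with compounds (up to 57.5 uM final), then stimulated with LPS (250 ng/mL final) plus ATP (1.25 mM final); secreted IL-1B measured by AlphaLISA after 16 hr, decreased signal indicating inhibition.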
HT1080NT lethal: qHTS for induction of synthetic lethality in tumor cells producing 2HG: qHTS for the HT-1080-NT fibrosarcoma cell line | Potency, µM (highest dose often 46.1 µM), for the others: at the highest dose activity, negative = less viability, usual class: cytotoxic | HT-1080-NT fibrosarcoma viability, CellTiter-Glo ATP luminescence, 48 h | 360,000 compounds, 1.6% hits;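 note: NT is the 2HG producing partner of a matched IDH1 knockdown line; potency is the fitted concentration of half-maximal effect; 0% = DMSO-treated cells and -100% = media-only wells without cells; nearly all actives have a fitted effect of over 55% in size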
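Luminescent CellTiter-Glo readout after 48 hours of compound exposure at 37 degrees C defined viability of HT-1080-NT cells. Activity was normalized to DMSO wells and cell-free media wells; concentration-response curves were fitted and assigned curve classes.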
KB-V1 cytotox: qHTS assay for MDR1-selective chemotherapeutics: Primary screen using the drug-selected MDR subline cells KB-V1 | KB-V1 MDR cells viability, CellTiter-Glo, 72 h | Potency, µM (top dose mostly 46.1 µM), for the others: at the top dose activity change, negative = cytotoxicity, actives largely listed as cytotoxic | 400,000 compounds, 3.4% hits; note: potency is the fitted concentration of half-maximal effect; % is set by controls: 0 for no effect and ±100 for the full control effect; nearly all actives have a fitted effect of over 60% in size
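Compound-treated KB-V1 multidrug-resistant cells, 72 h, 37 degrees C; viability by CellTiter-Glo. Fitted qHTS curves give the values.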
SW480 rerep: A quantitative high throughput screen for small molecules that induce DNA re-replication in SW480 colon adenocarcinoma cells; SW480 DNA re-replication, Hoechst DNA content imaging, 48 h; Potency, µM (highest dose often 46.1 µM), inactives show at the top dose re-replication activation, hits mostly activators; 340,000 compounds, 1.8% hits; AID 624297, 2012; note: potency is the fitted concentration of half-maximal effect; % of control where 0% means no effect; nearly all actives have a fitted effect of over 55% in size
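Quantitative HTS format with DMSO vehicle controls; 48 hr drug incubation at 37 C, then 40 min Hoechst staining and scanning imager measurement at 405 nm excitation.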
KB-3-1 cytotox: qHTS assay for MDR1-selective chemotherapeutics: Primary screen using the parental adenocarcinoma cell KB-3-1 | KB-3-1 viability, CellTiter-Glo ATP luminescence, 72 h | Potency, µM (highest dose often 46.1 µM), without a hit: at the top dose activity change, negative = cytotoxic, usual class: cytotoxic | 400,000 compounds, 1.4% hits; note: potency is the fitted concentration of half-maximal effect; % is set by controls: 0 for no effect and ±100 for the full control effect; nearly all actives have a fitted effect of over 60% in size
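Viability of parental KB-3-1 cells, measured by CellTiter-Glo luminescence, followed a 72 h incubation at 37 °C with pinned compounds in phenol-red-free DMEM containing 10% FBS.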
HT1080 IDH1KD tx: qHTS for induction of synthetic lethality in tumor cells producing 2HG: qHTS for the HT-1080-IDH1KD cell line | HT-1080 IDH1 knockdown viability, ATP luminescence, 48 h | Potency, µM (titrated, usually from 46.1 µM), for inactives: at the highest dose activity, negative = toxicity, hits mostly cytotoxic | 360,000 compounds, 2% hits | AID 686971, 2013;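 note: potency is the fitted concentration of half-maximal effect; 0% = DMSO wells and -100% = cell-free medium wells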
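Assay cells: HT-1080 with IDH1 knockdown, 750 per well, RPMI/5% FBS. Exposure: 48 h at 37 °C following 2 h pre-incubation. Read: CellTiter-Glo luminescence; fitted concentration-response, curve class assigned.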
DRD3 agonist: qHTS of D3 Dopamine Receptor Agonist: qHTS; 410,000 compounds, 0.58% hits; AID 652048, 2013; D3R DiscoveRx beta-arrestin cells, luminescence, 90 min; max activation, %; D(3) dopamine receptor (Homo sapiens), P35462; in the data active = max activation above about 30%; note: 0% is about no effect; mostly tested at two doses, the higher about 12 µM
Target sequence (P35462 whole entry, looked up): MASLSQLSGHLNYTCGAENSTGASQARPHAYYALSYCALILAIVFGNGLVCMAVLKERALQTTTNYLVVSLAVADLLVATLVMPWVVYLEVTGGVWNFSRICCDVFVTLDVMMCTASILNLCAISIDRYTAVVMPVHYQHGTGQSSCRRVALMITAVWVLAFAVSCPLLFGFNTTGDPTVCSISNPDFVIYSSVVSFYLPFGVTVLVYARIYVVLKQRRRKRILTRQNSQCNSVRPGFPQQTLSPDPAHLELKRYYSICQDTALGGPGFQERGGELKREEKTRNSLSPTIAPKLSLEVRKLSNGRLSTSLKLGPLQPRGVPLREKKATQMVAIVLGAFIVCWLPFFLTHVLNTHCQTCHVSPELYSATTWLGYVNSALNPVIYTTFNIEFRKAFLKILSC
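Agonist-mode cell screen: cells plated at 1500/well and incubated overnight at 37 °C, then exposed to library compounds for 90 min at 37 °C. Detection reagent was added for 30–60 min at room temperature, and luminescence was read.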
MCF10A rereplic: A quantitative high throughput screen for small molecules that induce DNA re-replication in MCF 10a normal breast cells; 350,000 compounds, 2.9% hits; Potency, µM (doses to about 46.1 µM), without a hit: top-dose activity, positive = re-replication, most hits filed as activators; MCF 10A DNA re-replication, Hoechst nuclear intensity, 48 h; AID 624296, 2012; note: potency is the fitted concentration of half-maximal effect; % of control where 0% means no effect; nearly all actives have a fitted effect of over 50% in size
* hit, by the source's call; ? = inconclusive; / = no result given; [ ] = another dose, or the depositor's remark. Unless noted, calls come from the whole dose curve; as a rule, active = well fitted curve in the direction sought with a large enough effect; inconclusive = small, poorly fitted or top-dose-only effect, or another doubt; inactive = no such curve, though single readings can be large; an effect the other way counts as inactive or inconclusive.

SMILES	HEK293 tox	IL1B secr inh	HT1080NT lethal	KB-V1 cytotox	SW480 rerep	KB-3-1 cytotox	HT1080 IDH1KD tx	DRD3 agonist	MCF10A rereplic
O=C(CNC(=O)c1ccccn1)N=Nc1c(O)[nH]c2ccccc12	-7%	27	-21%	-1%	?	20%	-16%	9	?
c1ccc(Oc2ccc(-c3cc(NCCc4cccnc4)n4nccc4n3)cc2)cc1	-1%	10	?	4%	/	0%	25%	-6	/
Cc1ccc(NC(=O)CSc2nc(-c3cccs3)nc3cc(=O)[nH]n23)cc1	2%	/	/	?	/	16%	/	11	/
CCC1CN(C(=O)Nc2ccc(C(=O)O)cc2)c2cc(Cl)ccc2O1 (stereo not drawn)	2%	/	/	?	/	10%	/	2	/
CCOC(=O)c1cc(CC)sc1NC(=O)COC(=O)C1CCC1	-10%	42	-1%	-10%	1%	19%	-10%	11	-3%
CC1C[N+](=C2C=C(N3CCOCC3)CC(C)(C)C2)CC(C)O1 (stereo not drawn)	1%	-7	4%	10%	1%	-8%	-3%	4	0%
O=C(NCC(c1ccco1)N1CCc2ccccc2C1)C(=O)Nc1ccc(F)cc1F (stereo not drawn)	17%	-2	-3%	?	0%	-20%	-13%	-7	17%
COc1ccc(C(=O)CC(=O)C(=O)Nc2ccc(OC)c(Cl)c2)cc1	-2%	-5	1%	-3%	1%	11%	12%	-10	-3%
CC(C)(C)[C@@H]1COC(=O)[C@@H](NC(=O)OCC2c3ccccc3-c3ccccc32)C/C=C\C[C@@H](CC(=O)NCCO)C(=O)N1	-2%	30	7%	3%	2%	2%	-2%	12	9%
Cc1ccc(NS(=O)(=O)c2ccc3c(c2)CC(=O)N3)cc1Cl	7%	/	/	16%	/	22%	/	-10	/
CCOC(=O)N1CCN(C(=O)CSCc2ccc(Cl)cc2)CC1	-17%	25	-8%	?	1%	-19%	-15%	-2	5%
CCC(=O)N1CCc2cc(S(=O)(=O)NC(C(=O)N3CCc4ccccc4C3)C(C)C)ccc21 (stereo not drawn)	-12%	-10	2%	-2%	-9%	3%	3%	1	0%
COc1cccc(-c2nnc(-c3ccccc3NC(=O)c3ccc(F)cc3F)o2)c1	-1%	/	/	-4%	/	18%	/	-3	/
Cc1cc(C(=O)CSc2nc(N)cc(=O)[nH]2)c(C)n1CCc1ccc(F)cc1	-8%	-9	0%	18%	-4%[9.22 µM]	?	26µM*	4	23%
C=CCOc1ccc(/C=C2\N=C(C)OC2=O)cc1OC	12%	-9	18%	2%	-11%	25%	18%	-3	-1%
O=C(C1=C[C@H](c2ccc(C(F)(F)F)cc2)C[C@H](OCCCCO)O1)N1CCN(Cc2ccccc2)CC1	1%	-54*	-12%	6%	9%	-5%	-16%	4	13%
CC(C)Cn1c(N)c(C(=O)CSc2nc3ccccc3n2C)c(=O)n(C)c1=O	5%	2	10%	-28%	1%	1%	8%	11	-5%
Cc1ccc(C(C)NC(=O)Cn2nc(C)c([N+](=O)[O-])c2C)cc1 (stereo not drawn)	10%	-6	7%	?	-5%	-3%	10%	2	-10%
CCOC(=O)c1nnn(CC(=O)Nc2cccc(Cl)c2C)c1C(=O)OCC	-2%	19	0%	5%	5%	1%	-1%	-1	17%
Cn1c(=O)c2c(nc(N3CCOCC3)n2Cc2ccccc2)n(C)c1=O	-10%	/	/	-8%	/	-10%	/	4	/
O=C(CSc1n[nH]c(C2CCCC2)n1)NC1CCCC1	24%	-4	-2%	-4%	23%	-11%	3%	-9	2%
COc1cc(C(=O)N2CCCCC2c2cc(C(=O)Nc3ccccc3)no2)cc(OC)c1C (stereo not drawn)	-16%	?	-18%	-2%	/	0%	?	-5	/
CC(=N)c1c(O)c2ccccc2oc1=O	-9%	?	6%	9%	-12%	-1%	-7%	-2	-6%
CCC(=O)NC(c1cccs1)c1cc([N+](=O)[O-])c2cccnc2c1O (stereo not drawn)	?	32	?	0%	?	0%	13µM*	-23	-4%
CC(C)CCSc1nc2ccccc2[nH]1	4%	-22	-7%	?	-5%	-26%	-14%	1	8%
Cc1cccc(NC(=O)CSc2nc3ccc(NC(=O)c4ccco4)cc3s2)c1	-6%	/	/	1%	/	-7%	/	7	/
COc1ccc(-n2cnnc2SCC(=O)Nc2cc(C)on2)cc1	-8%	10	-9%	6%	0%	-17%	5%	-6	-5%
CC1(C)[C@H]2CC[C@]1(C)[C@@H](OC(=O)C[N+]1(C)CCOCC1)C2	?	3	8%	6%	-6%	0%	6%	-6	11%
Cc1ccccc1C(=O)N1CCC(C(=O)Nc2ccccc2Cl)CC1	-5%	-2	13%	/	-11%	/	5%	1	-4%
COc1cccc(/C=C/C(=O)OCC(=O)N(C)CC(=O)Nc2ccccc2Cl)c1OC	5%	2	4%[9.24 µM]	19%	50%	9%	3%	3	6%
CCC(=O)c1ccc(OCC(=O)OCC(=O)Nc2ccc(C)c(S(=O)(=O)N3CCCCC3)c2)cc1	-2%	9	0%	17%	-3%	2%	0%	2	5%
O=C(Nc1cccs1)N1CCN(c2ncccn2)CC1	-11%	-2	4%	?	9%	-4%	9%	-1	-5%
Cn1nnnc1SCCNCc1cccnc1	-3%	0	-18%	4%	-17%	-20%	4%	-16	-6%
Cc1ccc(/C(=N\S(=O)(=O)c2ccc(Br)cc2)Nc2ccccc2C)cc1	-9%	18	?	8%	4%	-6%	-29%	-4	28%
O=C(CCN1C(=O)[C@H]2CC=CC[C@H]2C1=O)NCc1nc(-c2ccccc2)no1	-2%	6	3%	-1%	4%	-20%	-3%	4	23%
CC(C)Cc1nnc(NC(=O)CCC(=O)N2CCN(S(=O)(=O)c3ccccc3)CC2)s1	4%	5	15%	4%	-1%	0%	7%	-3	-1%
Cc1nc2sc(C(=O)Nc3ccc(F)cc3)c(N)c2c(-c2ccc(Br)cc2)c1C(=O)Nc1ccc(Cl)cc1	1%	/	/	?	/	-1%	/	2	/
O=C(CNS(=O)(=O)c1ccccc1F)NNC(=O)c1ccc(Br)cc1	6%	-2	-16%	-4%	-1%	-3%	-2%	-4	3%
O=C(Nc1cccc2cccnc12)c1ccc(-c2cccc(Cl)c2)o1	1%	/	/	18%	/	-1%	/	1	/
Cc1ccc(S(=O)(=O)NC2=C(N3CCN(Cc4ccccc4)CC3)C(=O)c3ccccc3C2=O)cc1	5%[1.53 µM]	-11	-11%	-10%	1%	2%	-9%	-35	6%
CCCCn1nc2cc(C(=O)NCc3ccc(OC(F)(F)F)cc3)ccc2c1OC	9%	-4	7%	-14%	-1%	12%	5%	-14	0%
O=C1C=C(Nc2cccc3cccnc23)c2ccccc2C1=O	-27%	-78*	?	5.8µM*	7.3µM*	5.8µM*	2.1µM*	3	3.7µM*
CCOc1ccc(-n2nc3ccc(NC(=O)c4cccc(F)c4)cc3n2)cc1	6%	/	/	-5%	/	16%	/	9	/
CC(=O)Nc1ccccc1OCC(=O)NCCC1=CCCCC1	-5%	54	3%	0%	-2%	-3%	0%	-9	3%
COCCNC(=O)CCCn1c(=O)c2cc(OC)c(OC)cc2n(CC(=O)c2cccc(OC)c2)c1=O	2%	?	2%	0%	?	-17%	-6%	6	-2%
Cc1cc(C)cc(NC(=O)C(Nc2ccccc2)c2ccccc2)c1 (stereo not drawn)	7%	-1	-9%	1%	25%	?	-11%	4	-11%
COc1ccc(CC(=O)Nc2nc3ccccc3[nH]2)cc1	-17%	-4	2%	4%	-1%	21%	-13%	-8	10%
O=C(Cc1csc(Nc2nc(=S)[nH]c3ccccc23)n1)NCCCN1CCN(c2ccccc2F)CC1	-12%	-99*	21µM*	15µM*	18µM*	?	21µM*	4	7.3µM*
Cc1ccc(N2C(N)=C(C#N)C3(C(=O)N(C)c4ccccc43)C3=C2CC(C)(C)CC3=O)cc1Cl (stereo not drawn)	-18%	-9	-8%	33%	-3%[9.22 µM]	22%	-10%	1	16%
Cc1ccccc1Nc1nc(N)nc(COC(=O)c2cccn2C)n1	-7%	-24	-1%	0%	-6%	-1%	-8%	2	?

New compounds follow:
SMILES	HEK293 tox	IL1B secr inh	HT1080NT lethal	KB-V1 cytotox	SW480 rerep	KB-3-1 cytotox	HT1080 IDH1KD tx	DRD3 agonist	MCF10A rereplic
N#Cc1cccc(NC(=O)c2cc(C3CCCCN3C(=O)C3CC3)on2)c1 (stereo not drawn)	-7%	0	2%	-4%	/	-1%	-3%	-13	/
CCc1sc(C(=O)N2CCN(S(C)(=O)=O)CC2)cc1Br	-8%	17	-5%	-16%	-3%	1%	2%	-17	-4%
COc1ccc(CN=Cc2[nH]c3ccc(Br)c(Cl)c3c2O)cc1	3%	29	?	-16%	?	1%	10µM*	4	?
C=CCn1cc(C(=O)OC)c(=O)c2cc(S(=O)(=O)N3CCC(C)CC3)ccc21	6%	-5	9%	-1%	-7%	9%	10%	-14	-2%
COc1cc(C(=O)OCC(=O)c2cc(C)n(CC3CCCO3)c2C)cc(OC)c1C (stereo not drawn)	4%	9	-16%	-8%	-14%	-3%	-10%	2	12%
Cc1nonc1NC(=O)CSc1nc2c(C)cccc2cc1C#N	43%[activator]	9	-4%	?	-4%	5%	-10%	2	?
C[C@@H]1CN([C@H](C)CO)C(=O)CCCn2nncc2CO[C@H]1CN(C)Cc1cccc(C(=O)O)c1	-10%	-5	2%	-19%	/	-2%	-4%	-7	/

Source: PubChem BioAssay (National Center for Advancing Translational Sciences (NCATS))
